Abeta yeast res = compounds reversing amyloid beta toxicity in yeast; yeast expressing A-beta42, growth rescue, OD600, 48 h; response scale: 0% DMSO, 100% iron-clioquinol control; Potency, µM (doses to about 46.1 µM), without a hit: at the top dose growth rescue, hits mostly activators; 0.063% of 410,000 active; note: potency is the fitted concentration of half-maximal effect; nearly all actives have a fitted effect of over 55% in size
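Yeast A-beta toxicity model in growth medium with pinned compounds, 48 h at 30 C; growth read as absorbance at 600 nm. Normalized to FeCl3/clioquinol equimolar mix (positive) and DMSO (negative).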
aSyn rescue = alpha-synuclein toxicity inhibition in yeast; Yeast expressing alpha-synuclein, growth rescue, BacTiter-Glo, 24 h; AID 652106; 0.14% of 370,000 active; Potency, µM (highest dose often 46.1 µM), inactives show at the top dose growth rescue (activation), most hits filed as activators; note: potency is the fitted concentration of half-maximal effect; % of control where 0% means no effect; nearly all actives have a fitted effect of over 65% in size
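Rescue of yeast growth: cells expressing toxic alpha-synuclein, induced in galactose at OD600 0.02, incubated with compound 24 h at 30 C. ATP luminescence quantified growth; inhibitors of toxicity appear as activators.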
TDP43 rescue = inhibitors of TDP-43 toxicity in yeast; 1.8% of 410,000 active; Potency, µM (highest dose often 46.1 µM), without a hit: at the top dose growth rescue (activation), hits mostly activators; TDP-43 expressing yeast growth rescue, BacTiter-Glo, 24 h; note: potency is the fitted concentration of half-maximal effect; % of control where 0% means no effect; nearly all actives have a fitted effect of over 50% in size
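Yeast expressing TDP-43 (pregrown in raffinose, seeded at OD600=0.02 in galactose medium) exposed to compounds 24 hr at 30 deg C. Growth read by BacTiter-Glo luminescence; rescue of toxicity appears as increased signal.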
Akt phos inh = Akt phosphorylation inhibition; activity change, % for hits at 50 µM; 0.32% of 360,000 active; Neuro2A IGF-stimulated pAkt S473 HTRF, 20 min; hits give low values; AID 651550; in the data active = activity change below about -80%; inconclusive = mostly about -51% to -80%; note: % is set by controls: 0 for no effect and ±100 for the full control effect
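Neuro2A cells (4,500/well, DMEM with 0.5% FBS) were treated with compound at a single 50 µM final concentration, stimulated with 6 nM IGF for 20 min at 37 °C, and lysed. Phospho-Akt Ser473 was read by HTRF as 665/615 ratio ×10^4.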
GLP1R inv ag = inverse agonists of human GLP-1 receptor; HEK293 GLP-1R CRE-luciferase, luminescence, 24 h; GLP-1R form is constitutively active; Potency, µM (doses to about 38.3 µM), for the others: top-dose activity change, negative = inhibition, most hits filed as inhibitors; 1.6% of 410,000 active; note: potency is the fitted concentration of half-maximal effect; % is set by controls: 0 for no effect and ±100 for the full control effect; nearly all actives have a fitted effect of over 55% in size
Target sequence (P43220 whole entry, looked up): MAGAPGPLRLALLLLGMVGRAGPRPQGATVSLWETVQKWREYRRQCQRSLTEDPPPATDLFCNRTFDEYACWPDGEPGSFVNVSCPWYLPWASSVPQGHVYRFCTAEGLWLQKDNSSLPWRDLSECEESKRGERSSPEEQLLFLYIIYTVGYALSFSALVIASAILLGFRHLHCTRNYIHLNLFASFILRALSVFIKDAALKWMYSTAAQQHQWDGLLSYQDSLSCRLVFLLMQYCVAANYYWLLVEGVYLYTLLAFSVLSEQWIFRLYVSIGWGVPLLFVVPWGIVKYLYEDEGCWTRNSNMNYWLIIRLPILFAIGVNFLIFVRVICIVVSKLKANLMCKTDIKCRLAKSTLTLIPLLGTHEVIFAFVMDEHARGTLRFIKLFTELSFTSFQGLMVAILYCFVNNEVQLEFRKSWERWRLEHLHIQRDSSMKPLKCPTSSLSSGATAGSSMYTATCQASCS
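Inverse agonism was detected as reduced cAMP-driven luciferase luminescence after 24 h compound treatment. The cells were HEK293 clones expressing constitutively active human GLP-1R with the reporter. Reporter-only and GPR119 cell lines served as counterscreen controls.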
D3 antag = D3 dopamine receptor (human) antagonism. P35462. AID 652054. D3R cells, DiscoveRx beta-arrestin luminescence, antagonist mode; hits give low values. 2.5% of 360,000 active. max response, negative = inhibition, %; in the data active = max response below about -50%; inconclusive = no clear call, values can overlap the other calls; note: % is set by controls: 0 for no effect and ±100 for the full control effect; mostly tested at two doses, the higher about 12 µM
Target sequence (P35462 whole entry, looked up): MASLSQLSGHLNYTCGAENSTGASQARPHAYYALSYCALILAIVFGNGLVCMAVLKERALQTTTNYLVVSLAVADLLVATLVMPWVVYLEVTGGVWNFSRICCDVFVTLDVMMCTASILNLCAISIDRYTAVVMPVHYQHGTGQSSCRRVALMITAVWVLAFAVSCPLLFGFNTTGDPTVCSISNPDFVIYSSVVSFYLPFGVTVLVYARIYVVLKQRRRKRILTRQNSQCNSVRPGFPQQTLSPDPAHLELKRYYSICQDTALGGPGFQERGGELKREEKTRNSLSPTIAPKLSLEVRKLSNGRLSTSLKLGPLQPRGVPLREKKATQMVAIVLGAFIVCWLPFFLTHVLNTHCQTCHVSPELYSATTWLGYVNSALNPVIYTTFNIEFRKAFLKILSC
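Cells expressing the human receptor were seeded at 1500 cells/well, incubated overnight at 37 degrees C in 5% CO2, then exposed to library compounds with dopamine controls for 90 minutes at 37 degrees C before luminescent detection.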
GLP1R ag = activates the human GLP-1 receptor; 0.007% of 380,000 active; HEK293 GLP-1R CRE-luciferase, luminescence, 4-6 h; cells express a hypersensitive GLP-1R form; Potency, µM (series often up to 45.6 µM), inactives show top-dose activation, hits mostly activators; note: potency is the fitted concentration of half-maximal effect; % of control where 0% means no effect
PTHR1 ag = PTHR1 (human) receptor agonism. 0.075% of 410,000 active. Q03431. Potency, µM (doses to about 115 µM), for the others: at the top dose activation, hits mostly activators. HEK293 GP2 PTHR1 cells, GloSensor cAMP luminescence, 1 h; note: potency is the fitted concentration of half-maximal effect; nearly all actives have a fitted effect of over 55% in size; some results filed as inactive show a strong effect at the top dose; inactives centre near -15; many of its hits are not listed in these tables
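HEK-293-derived GP2 cells expressing PTHR1 and a GloSensor cAMP reporter, 3,000/well, plated overnight, given luciferin plus IBMX (each 0.5 mM as added) for 1 h at 37 °C, then compound for 1 h at 37 °C. Luminescence was read after 15 min at room temperature.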
FUS suppressor = rescues growth of FUS-expressing yeast. S. cerevisiae FUS-expressing, growth rescue, OD600, 24 h. Potency, µM (top dose mostly 76.6 µM), for inactives: at the highest dose growth rescue (activation), usual class: activators. 0.24% of 390,000 active. AID 1347120;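 note: potency is the fitted concentration of half-maximal effect; plate controls were DMSO vehicle for no effect and reference control for full effect; nearly all actives have a fitted effect of over 55% in size; some results filed as inactive show a strong effect at the top dose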
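S. cerevisiae expressing FUS from galactose induction served as the toxicity model. Growth after 24hr at 30C, read as absorbance at 600 nm, indicates suppression of toxicity; compounds dosed at several concentrations.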
* = called active by the depositor; i = inactive; u = inconclusive; x = no result given; [ ] = remark or other dose. Unless noted, calls come from the whole dose curve; as a rule, active = well fitted curve in the direction sought with a large enough effect; inconclusive = small, poorly fitted or top-dose-only effect, or another doubt; inactive = no such curve, though single readings can be large; an effect the other way counts as inactive or inconclusive.

SMILES	Abeta yeast res	aSyn rescue	TDP43 rescue	Akt phos inh	GLP1R inv ag	D3 antag	GLP1R ag	PTHR1 ag	FUS suppressor
CC(NC(=O)CSc1nnc2n1CCCCC2)c1ccccc1Cl (configuration not stated)	-5.9%	5.5%	0.0%	i	9.6%	3.3	-2.1%	-23.1%	u
Cc1ccc(-n2c(C)cc(/C=C(\C#N)C(=O)Nc3ccc(C)c(C)c3)c2C)cc1	-11.1%	x	3.1%	x	6.1%	x	x	i	7.0%
CCC(C)NS(=O)(=O)c1ccc(OCC(=O)N2CCC(C)CC2)cc1 (configuration not stated)	-11.1%	10.1%	-1.0%	i	-9.7%	2.7	0.6%	-10.4%[57.5 µM]	4.7%
COc1ccc(OCC(=O)Nc2ccc3c(c2)nc(CN2CCN(C(C)=O)CC2)n3C)cc1	-9.6%	2.6%	5.9%	i	20.9%	-10.3	3.9%	-22.4%	-3.7%
COc1ccc(-c2oc3ccccc3c2C(=O)Oc2ccccc2)cc1	12.0%	17.0%	3.55µM*	i	17.8%	41.3	15.2%	-38.7%[inhibitor]	-16.7%
O=C(NC1CCC(O)CC1)c1cccnc1Sc1ccccc1Cl (configuration not stated)	2.8%	-2.9%	7.6%	i	46.9%[activator]	14.4	1.3%	i	-4.4%
CCOC(=O)CNC(=O)C1CCCc2c1[nH]c1ccc(Cl)cc21 (configuration not stated)	u	9.0%	12.6µM*	i	u	1.3	1.3%	-18.6%	29.8%
O=C(OCC(=O)C12CC3CC(CC(C3)C1)C2)c1cnccn1	11.2%	0.6%	0.5%	i	4.2%	3.2	-5.6%	i	6.5%
CC(C)Oc1ccc(C(=O)Nc2cccc(S(=O)(=O)N3CCCC3)c2)cc1	-16.2%	-38.1%[inhibitor]	3.3%	i	u	5.3	9.5%	-30.1%[inhibitor]	u
Cc1n[nH]c(=O)c2c(NC(=O)COC(=O)c3cc(F)cc(F)c3)oc(C)c12	-3.8%	-6.0%	-17.3%	i	1.1%	5.1	-0.1%	-29.7%	21.5%
Cc1ccc(C)c(NC(=O)CN(C)S(=O)(=O)c2ccc(F)cc2)c1	-5.6%	-8.4%	-21.3%	i	u	-9.4	-1.1%	u	-25.4%
Cc1cccc(CNC(=O)c2ccc(NC(=O)C3=CSCCO3)cc2)c1	5.5%	12.5%	29.7%	i	-19.1%	-10.0	-2.5%	-3.8%	7.0%
COc1nc(N(C#N)CC(N)=O)nc(N2CCCC2)n1	2.5%	-1.5%	14.5%	i	0.0%	-14.5	19.5%	i	4.3%
COc1ccc(-c2nc(CSc3nnc(C)n4c3cc3oc(C)cc34)c(C)o2)cc1OC	4.3%	x	27.2%	x	8.5%	x	x	-7.4%	-25.1%
OC(CCN1CCOCC1)c1ccccc1 (configuration not stated)	0.8%	-3.6%	-8.9%	i	5.0%	-5.2	10.2%	i	-10.8%
CCC(c1n[nH]c(=S)n1-c1ccccc1)N(C)C (configuration not stated)	13.5%	1.3%	-6.8%	i	13.8%	1.3	-3.7%	i	-21.9%
O=C(Cn1cc(SCc2ccccc2F)c2ccccc21)N1CCCCCC1	9.3%	x	7.6%	x	u	x	x	-47.5%[inhibitor]	40.0%
Cc1cccc(NC(=O)c2ccc3c(c2)CCN3S(C)(=O)=O)c1	18.4%	0.4%	-3.2%	i	-4.6%	-6.7	5.3%	-24.4%	-7.9%
CCOC(=O)C1(C)NC(c2cccs2)C2C(=O)N(c3ccc(C)cc3)C(=O)C21 (configuration not stated)	22.2%	-0.6%	3.5%	i	8.7%	-14.1	3.6%	i	7.3%
O=C1CSCC(=O)N1Cc1ccc(Cl)c(Cl)c1	12.3%	4.4%	u	i	-15.4%	-6.1	12.8%	i	-0.4%
CC1CN(C(=O)CSc2nnc(C3CCCCC3)n2N)CC(C)O1 (configuration not stated)	-17.2%	-1.8%	-8.4%	i	7.1%	0.4	-7.3%	-22.1%	-25.2%
CN1CCN(CC(O)COC(c2ccc(Cl)cc2)c2ccc(Cl)cc2)CC1 (configuration not stated)	9.7%	8.2%	17.4%	i	u	-24.0	-2.7%	i	-12.2%
Cc1ccccc1CNc1nnnn1C	-6.3%	1.4%	-10.3%	i	-8.7%	7.1	-2.4%	i	-11.5%
O=C(c1cccc(Oc2ccc([N+](=O)[O-])cc2)c1)N1CCOCC1	0.5%	-8.1%	23.5%	i	-2.4%	-7.9	-1.8%	-9.7%	-3.5%
CC(Oc1ccc(Cl)cc1)c1ccnn1S(=O)(=O)c1ccccc1 (configuration not stated)	12.5%	-2.5%	8.4%	i	u	-4.4	11.9%	-7.8%[57.5 µM]	15.9%
Cc1cc(C)n(CCc2nc(-c3ccc(C(C)(C)C)cc3)cs2)n1	3.0%	-0.8%	u	i	u	12.6	12.3%	-10.0%	x
Clc1ccc(OCc2nnc(-c3ccccc3Br)o2)cc1	-0.3%	12.3%	6.4%	i	-5.8%	-18.4	2.9%	-2.8%[57.5 µM]	34.8%
COc1ccccc1C(OC(=O)c1ccco1)C(=O)NCc1ccc(F)cc1 (configuration not stated)	11.5%	12.7%	3.8%	i	u	-5.3	5.7%	i	21.1%
CC(C)(O)[C@@H]1CC[C@@](C)(C2CC[C@]3(C)C2[C@H](O)CC2[C@@]4(C)CC[C@H](O)C(C)(C)C4[C@@H](O[C@H]4O[C@@H](CO)[C@H](O)[C@@H](O)[C@@H]4O[C@@H]4O[C@H](CO)[C@@H](O)[C@H](O)[C@H]4O)C[C@]23C)O1 (stereo in doubt)	-8.0%	2.6%	17.3%	i	18.5%	42.0	7.7%	i	-1.4%
Cc1cc(Cl)ccc1OC(C)C(=O)Nc1ccc([N+](=O)[O-])cn1 (configuration not stated)	-19.0%	-18.4%	24.5%	i	u	-11.8	-1.7%	-31.0%[inhibitor]	19.4%
O=C(N/N=C/c1ccc[nH]1)c1cc(-c2ccc(Cl)cc2)nc2ccccc12	12.2%	-0.3%	5.3%	i	u	-3.6	4.3%	-33.1%[inhibitor]	18.5%
O=C(OCC(=O)c1c[nH]c2ccccc12)c1ccc(F)c(S(=O)(=O)N2CCOCC2)c1	1.1%	-0.2%	10.1%	i	-8.4%	24.7	-3.0%	-8.9%	-9.1%
Cc1ccc(C)c(CN2C(=O)c3ccccc3S(=O)c3ccc(C(=O)NCCCN4CCCC4)cc32)c1 (configuration not stated)	9.4%	0.4%	9.6%	i	u	u	7.8%	i	37.2%
CC(=O)NC(Cc1ccccc1F)C(=O)NC1CCN(S(=O)(=O)c2ccccc2)CC1 (configuration not stated)	-7.1%	0.4%	11.8%	i	-14.8%	-13.3	1.5%	i	-5.9%
O=C(Nc1ccc(C(=O)O)cc1)/C(=C\c1ccc([N+](=O)[O-])cc1)NC(=O)c1ccc(Br)cc1	0.0%	1.2%	-19.8%	i	17.9%	-9.8	0.4%	-15.3%	5.7%
COc1cc(NC(=O)c2cccnc2Sc2ccc(C)c(C)c2)cc(OC)c1OC	4.7%	-2.0%	-10.6%	i	7.3%	2.1	2.1%	-37.3%[inhibitor]	14.2%
O=C(c1cccs1)N(c1ccc(F)cc1)C1C=CS(=O)(=O)C1 (configuration not stated)	0.7%	-2.2%	0.0%[0.397 µM]	i	17.8%	-15.1	10.5%	-8.9%	14.3%
Cc1ccc(C)c(N2CCN(C(=O)CCCCn3c(=O)[nH]c4ccccc4c3=O)CC2)c1	23.0%	14.6%	u	i	-38.0%	8.7	8.2%	-39.2%[inhibitor]	-0.1%
CCOC(=O)CC1CCCCN1C(=O)CCCn1nnnc1CN1CCC(C)CC1 (configuration not stated)	-25.0%	-19.5%	-10.1%	i	8.2%	-23.4	6.1%	1.2%	x
COc1ccc(OC)c(CNS(=O)(=O)c2c(C)nc3scc(C)n3c2=O)c1	3.1%	-6.8%	10.6%	x	16.5%	-0.3	10.6%	-17.9%	-14.5%
CCC1CCC/C1=N\NC(=O)CCC(=O)Nc1ccccc1Cl (configuration not stated)	2.3%	27.1%	-0.9%	i	19.2%	-5.1	-26.3%	-23.5%	x
Cc1ccn2c(NC3CCCCC3)c(-c3ccc(SC4CCCCC4)cc3)nc2c1	-3.4%	-11.9%	17.4%	i	u	12.9	0.4%	-9.3%	7.2%
CCOC(=O)CC1=NN(c2ccccc2)C(=O)/C1=C\c1ccc(N(C)C)cc1	-6.3%	-13.8%	-3.6%	i	7.5%	-6.4	-3.9%	-33.3%[inhibitor]	14.4%
CCSc1nnc(NC(=O)[C@@H](NC(=O)c2ccccc2F)C(C)C)s1	-2.6%	0.9%	-7.2%	i	7.3%	3.8	8.4%	i	11.9%
CCOC(=O)c1cc(-c2ccccc2)n(CC(=O)NCc2ccccc2)c1C	-17.1%	x	-24.8%	x	12.5%	x	x	-7.4%	-7.7%
CCC(=O)N1N=C(c2cccs2)CC1c1ccc(C)cc1 (configuration not stated)	-12.1%	15.7%	20µM*	i	u	1.5	9.2%	-21.7%	-5.0%
O=C(COC(=O)C12CC3CC(CC(O)(C3)C1)C2)NC12CC3CC(CC(C3)C1)C2	-8.6%	0.8%	0.0%[9.22 µM]	i	0.3%[7.66 µM]	-1.6	10.2%	i	24.8%
CC1CCc2cc(F)cc3c(O)c(C(=O)NCc4ccco4)c(=O)n1c23 (configuration not stated)	3.7%	1.3%	-30.0%[inhibitor]	i	-10.5%	25.2	-0.4%	i	-3.7%
Cc1cccc(N(CC(=O)NCc2ccc(F)cc2)C(=O)c2csnn2)c1C	-0.3%	0.6%	2.3%	i	-18.2%	-12.3	19.4%	i	-0.7%
CCOc1ccc(CCNC(=O)Cn2ncn3c(cc4sc(C)cc43)c2=O)cc1OCC	-14.1%	x	19.6%	x	-8.3%	x	x	-0.2%	4.9%
Nc1nc2sc3c(c2cc1C(=O)N1CCOCC1)CCCC3	-5.3%	18.3%	-5.4%	x	6.7%	6.4	14.5%	-0.9%[57.5 µM]	6.4%

Compound activity (PubChem)

The list is partial; the hit share may differ from the screen's.
